Compound activity (PubChem)
L3MBTL1 block: qHTS Assay for the Inhibitors of L3MBTL1; Lethal(3)malignant brain tumor-like protein 1 (Homo sapiens), Q9Y468; AlphaScreen L3MBTL1–H3K9me1 peptide binding; Potency, µM (highest dose often 57.1 µM), inactives show at the highest dose activity, negative = inhibition, hits mostly inhibitors; 230,000 tested, 0.66% active; AID 485360, 2010; active = well fitted inhibition curve with a large enough effect; inconclusive = small, poorly fitted or top-dose-only effect; inactive = no such curve, though single readings can be large or run the other way; also: nearly all actives have a fitted effect of over 60% in size
Target sequence (Q9Y468 whole entry, looked up): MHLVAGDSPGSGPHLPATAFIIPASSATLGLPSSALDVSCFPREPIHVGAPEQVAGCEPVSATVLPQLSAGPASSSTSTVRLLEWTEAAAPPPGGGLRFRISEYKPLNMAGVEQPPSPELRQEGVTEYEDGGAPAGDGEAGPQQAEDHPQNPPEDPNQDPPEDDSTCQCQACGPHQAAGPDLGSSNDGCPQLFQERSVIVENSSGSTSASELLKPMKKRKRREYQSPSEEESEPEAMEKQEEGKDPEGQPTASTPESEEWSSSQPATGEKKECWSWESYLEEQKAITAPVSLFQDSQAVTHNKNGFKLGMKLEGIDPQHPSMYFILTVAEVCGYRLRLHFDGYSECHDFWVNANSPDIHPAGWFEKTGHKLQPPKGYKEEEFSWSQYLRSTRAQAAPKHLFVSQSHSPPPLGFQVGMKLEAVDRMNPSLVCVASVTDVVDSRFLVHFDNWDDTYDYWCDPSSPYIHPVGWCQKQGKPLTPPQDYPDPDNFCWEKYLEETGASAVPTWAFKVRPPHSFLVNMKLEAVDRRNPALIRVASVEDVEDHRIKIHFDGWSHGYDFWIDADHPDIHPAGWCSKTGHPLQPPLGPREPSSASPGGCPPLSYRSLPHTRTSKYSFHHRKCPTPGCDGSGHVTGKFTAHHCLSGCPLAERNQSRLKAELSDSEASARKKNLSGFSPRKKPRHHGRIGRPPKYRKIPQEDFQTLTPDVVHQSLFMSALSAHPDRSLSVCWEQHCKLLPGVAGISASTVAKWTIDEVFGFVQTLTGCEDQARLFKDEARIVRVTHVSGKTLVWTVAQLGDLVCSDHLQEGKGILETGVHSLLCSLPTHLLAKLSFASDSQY
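AlphaScreen proximity signal between nickel-chelate acceptor and streptavidin donor beads (final 10 ug/mL) reports binding of 50 nM L3MBTL1 to 75 nM biotin-H3 K9me1 peptide; complex incubated with compounds 30 min at room temperature; cefsulodin titration as control.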
The depositor's hits bear a star; ? = inconclusive; [ ] = remark or other dose. % is scaled to controls: 0 for no effect and ±100 for the full control effect; potency is read from the fitted curve at half-maximal effect. The list is partial, so the mix of outcomes need not match the whole.

SMILES	L3MBTL1 block
CCC(C)[C@H](NC(=O)N1CC(=O)Nc2ccccc21)C(=O)N[C@H](Cc1ccccc1)C(=O)O (some centres undefined)	4%
Cc1cc(C)n2nc(C(=O)N(C)c3c(N)n(Cc4ccccc4)c(=O)[nH]c3=O)nc2n1	3%
Cc1cc(C)c2c(c1)OC(=O)CC2c1ccc2c(c1)OCO2 (centres undefined)	-8%
CC(=O)c1ccc(N2CCN(CC3CCCCC3)CC2)cc1	-1%
O=C1C(Cc2ccccc2)Nc2ncnc(N3CCN(c4ccccc4)CC3)c2N1Cc1ccccc1 (centres undefined)	-12%
Cc1ccc(S(=O)(=O)Nc2ccc(-n3cnnn3)cc2)c(C)c1	2%
CCNC(=O)N(C)C[C@H]1N[C@@](CC)(C(=O)OC)[C@H]2C(=O)N(Cc3ccccc3)C(=O)[C@@H]12	9%
Cc1cc(C(=O)OCC(=O)Nc2c(Cl)cccc2Cl)c(C)o1	-1%
CC1CCCCN1C(=O)COC(=O)c1ccc2ccccc2n1 (centres undefined)	9%
CSCC(=O)N1CCCC(N2CCN(c3cccc(C(F)(F)F)c3)CC2)C1 (centres undefined)	0%
CCc1cc(=O)n2[nH]c(C)c(-c3ccc(OC)cc3)c2n1	49%[activator]
Cc1ccc(CNc2cc(C(=O)O)ccc2Cl)s1	1%
COc1ccc(NC(=O)CSc2nc(C)cs2)c([N+](=O)[O-])c1	-6%
Cc1ccc2nc(N3CCOCC3)c(C=O)cc2c1	1%
COc1ccccc1C1=CN(Cc2ccccc2)CCC1=O	1%
Cc1cc(C(=O)CCC(=O)N2CCN(c3ccccc3)CC2)c(C)s1	-3%
O=C(/C=C/c1ccc(Cl)cc1)c1ccc([N+](=O)[O-])o1	10%
Clc1ccc(CNCCCSc2ncccn2)cc1	1%
CCOC(=O)[C@H]1[C@H]2COc3cc(OC)ccc3[C@@H]2N2C(=O)CN(C)C(=O)[C@@]12C	3%
Cc1c(Cl)cccc1NC(=S)NCC(O)c1ccccc1 (centres undefined)	-4%

Random excerpt: six entries already listed.
SMILES	L3MBTL1 block
Cc1cc(C(=O)OCC(=O)Nc2c(Cl)cccc2Cl)c(C)o1	-1%
CCNC(=O)N(C)C[C@H]1N[C@@](CC)(C(=O)OC)[C@H]2C(=O)N(Cc3ccccc3)C(=O)[C@@H]12	9%
Cc1ccc2nc(N3CCOCC3)c(C=O)cc2c1	1%
Cc1cc(C(=O)CCC(=O)N2CCN(c3ccccc3)CC2)c(C)s1	-3%
CCOC(=O)[C@H]1[C@H]2COc3cc(OC)ccc3[C@@H]2N2C(=O)CN(C)C(=O)[C@@]12C	3%
CCC(C)[C@H](NC(=O)N1CC(=O)Nc2ccccc21)C(=O)N[C@H](Cc1ccccc1)C(=O)O (some centres undefined)	4%

Next records:
SMILES	L3MBTL1 block
CCOC(=O)C1(CCOc2ccccc2)CCN(Cc2ccc(O)c(OC)c2)CC1	21%
COc1ccc(S(=O)(=O)Nc2c(C)n(C)n(-c3ccccc3)c2=O)cc1C(=O)O	16%
O=C(NCC(c1ccco1)N1CCc2ccccc2C1)c1ccc(Br)cc1 (centres undefined)	10%
CC(C)(C)n1ncc2c(=O)n(Cc3c(Cl)cccc3Br)cnc21	13%
COc1ccc(NC(=O)CN2CCN(CC(=O)Nc3ccc(OC)cc3)CC2)cc1	-4%
CCOc1ncccc1C(=O)Nc1ccc(S(=O)(=O)Nc2nc(C)cc(C)n2)cc1	5%
Cc1ccccc1OCCn1c(=S)[nH]c2ccccc21	-6%
COc1ccc(CCC(=O)Nc2cc3c4c(c2)CC(=O)N4CCC3)cc1	-3%
COc1cccc(C(=O)Nc2ccc3[nH]ncc3c2)c1	5%
Cc1ccc(CSCC(=O)N(C)CC(=O)Nc2ccccc2Cl)cc1	2%
O=C1c2ccc(-c3ccc(Cl)c(C(F)(F)F)c3)cc2S(=O)(=O)c2cccc(C(=O)N3CCN(c4ccc(Cl)cn4)CC3)c21	-11%
Cc1ccc(NC(=O)CSc2nc(N)cc(=O)[nH]2)cc1S(=O)(=O)N1CCCCCC1	4%
Cc1ccc(C2(C)NC(=O)N(CC(=O)Nc3ccc4c(c3)CCC4)C2=O)cc1 (centres undefined)	0%
O=C(CN1CCCCC1)NCC(=O)Nc1ccc(F)c(F)c1F	0%
COc1cc([C@@H]2CC=C(C(=O)O)[C@H](c3ccccc3)N2S(=O)(=O)c2ccc(C)cc2)cc(OC)c1OC	?
Cc1ccc(S(=O)(=O)N2CCCc3ccccc32)cc1C	50%[activator]
COc1ccc2c(c1)C(C)=CC(C)(C)N2S(=O)(=O)c1ccc(NC(C)=O)cc1	-6%
COc1ccc(C(=O)COC(=O)c2cnc(C)cn2)c(OC)c1	-13%
CC1(C)CC(=O)C=C(c2cccc(Cl)c2O)C1	-9%
CC(C)CN(C(=O)Cn1c(=O)cnc2ccccc21)C1CCS(=O)(=O)C1 (centres undefined)	6%
Cc1ccc(NC(=O)CN(C)C(=O)COC(=O)c2nccnc2N)cc1	-5%
CCOC(=O)CSc1nnc2c3ccccc3n(CC)c2n1	6%
NC(=Nc1ccc(Br)cc1)c1ccccc1	0%
Cc1cc(C(=O)CN2C(=O)NC(CCS(C)(=O)=O)C2=O)c(C)n1C1CC1 (centres undefined)	-5%
CCN(CC(=O)NCc1cccs1)C(=O)c1cc(=O)[nH]c2ccccc12	3%
O=C(CCc1ccccc1)NC1CCS(=O)(=O)C1 (centres undefined)	7%
COc1ccc(NC(=O)CSc2nnc(C)s2)cc1S(=O)(=O)N1CCOCC1	3%
CCCCN1C(=O)C(=O)N(CC(=O)c2cc(C)n(C3CC3)c2C)C1=O	-7%
CCN(CC(=O)Nc1ccccc1OC)C(=O)CSCc1ccc(C)cc1	-4%
O=C(CN1C(=O)NC2(CCCC2)C1=O)Nc1cc(C(F)(F)F)ccc1N1CCOCC1	6%
CCCNC(=O)c1ccc(N2CCC3(CC2)CC(c2cccc(Br)c2)=NO3)c(NC(=O)c2ccco2)c1	?
CCOc1ccccc1OCC(=O)Nc1cccc(S(=O)(=O)NC2=NCCCCC2)c1	3%
CCOC(=O)c1c(NC(=O)COC(=O)c2ccccn2)sc(C(=O)N(C)C)c1C	-16%
COc1ccccc1C(C)NC(=O)CCNC(=O)c1ccc(Cl)cc1 (centres undefined)	42%[activator]
CSc1ccccc1C(=O)NCCCn1ccnc1	-4%
CCOc1ccc(OCCNC(=O)c2cc(C3CC3)nc3c2cnn3C(C)C)cc1	0%
COc1ccc(CC(=O)OCC(=O)NCCNC(=O)COC(=O)Cc2ccc(OC)cc2)cc1	-4%
C=CCNc1nc2c(c(=O)[nH]c(=O)n2C)n1CCOc1ccccc1	-7%[2.29 µM]
COc1ccc(C(C)(C)C)cc1NC(=O)CCN1C(=O)C2CCCCC2C1=O (centres undefined)	2%
CN(c1ccc(OCC(=O)N2CCCC2)cc1)S(=O)(=O)c1ccc(Cl)cc1	-1%

The list goes on, overlapping the part above by 6 compounds.
SMILES	L3MBTL1 block
CSc1ccccc1C(=O)NCCCn1ccnc1	-4%
CCOc1ccc(OCCNC(=O)c2cc(C3CC3)nc3c2cnn3C(C)C)cc1	0%
COc1ccc(CC(=O)OCC(=O)NCCNC(=O)COC(=O)Cc2ccc(OC)cc2)cc1	-4%
C=CCNc1nc2c(c(=O)[nH]c(=O)n2C)n1CCOc1ccccc1	-7%[2.29 µM]
COc1ccc(C(C)(C)C)cc1NC(=O)CCN1C(=O)C2CCCCC2C1=O (centres undefined)	2%
CN(c1ccc(OCC(=O)N2CCCC2)cc1)S(=O)(=O)c1ccc(Cl)cc1	-1%
CC12CCC(=O)N1C(C(=O)N1CCN(S(=O)(=O)c3cccc(C(F)(F)F)c3)CC1)CS2 (centres undefined)	-9%
CSc1ccccc1NC(=O)COC(=O)CCCOc1ccc(C)cc1	32%[activator]
COc1ccc(S(=O)(=O)N2CCN(C(=O)c3cc(-c4ccc(C)cc4)n[nH]3)CC2)cc1	-7%
CN(C)C(=O)CSc1nc2cc(S(=O)(=O)N3CCOCC3)ccc2o1	2%
COc1cccc(CNC(=O)COC(=O)c2ccc(C(=O)c3ccccc3)cc2)c1	5%
CCN(C(=O)COC(=O)CNC(=O)c1cccc(C)c1)c1c(N)n(Cc2ccccc2)c(=O)[nH]c1=O	-3%
CCCCC(CC)C(=O)Nc1cc(C(=O)NCc2ccc(C)cc2)ccc1N1CCC2(CC1)CC(c1ccccc1)=NO2 (centres undefined)	-4%
O=C(O)c1cc(S(=O)(=O)N2CCCCC2)ccc1N1CCCC1	0%
COc1ccccc1N1C(=O)CSC1=S	-11%
Cc1ccccc1C(=O)NC1CCN(CC(=O)Nc2ccc(N(C)C)cc2)CC1	-3%
Nc1c(C(=O)CSc2ncccn2)c(=O)[nH]c(=O)n1C1CC1	0%
COc1ccc(NC(=O)Cn2c(=O)n(CC3CCCO3)c(=O)c3cc(OC)c(OC)cc32)cc1OC (centres undefined)	1%
COc1cc(NC(=O)C(C)N2CCN(C(=O)C3CC3)CC2)cc(OC)c1 (centres undefined)	1%
COC(=O)[C@H](C)N(Cc1ccc(Cl)c(Cl)c1)S(=O)(=O)CCN1CCN(c2ccccc2)CC1	-8%
COc1ccc(NC(=O)C2C3CCC(O3)C2C(=O)O)cc1OC (centres undefined)	-1%
Cc1ccc(NC(=O)C(=O)NCC2CCCN2S(=O)(=O)c2cccs2)cc1 (centres undefined)	-1%
O=C(COC(=O)/C=C/c1ccc(Br)o1)Nc1cccc(S(=O)(=O)N2CCOCC2)c1	?
CC[C@@]12C(=O)N(c3cccc(Br)c3)C(=O)N1[C@H](c1cccc(C)c1)[C@@H]1C(=O)N(Cc3ccccc3)C(=O)[C@@H]12	7%
O=C(Nc1ccccc1)c1ccc(OC(=O)c2ccccc2)cc1	5%
O=C(O)c1ccc(S(=O)(=O)N2CCCC2)cc1	9%
COc1ccc(C(=O)Nc2ccc(S(=O)(=O)N3CCOCC3)cc2)cc1[N+](=O)[O-]	1%
CCN(CC)C(=O)C1CCCN(Cc2ccc3ccccc3c2)C1 (centres undefined)	-4%
CC1CCCC(NC(=O)C2CCN(C(=O)Nc3ccccc3)CC2)C1C (centres undefined)	3%
CC(C)(C)[C@H]1COC(=O)CCCC/C=C\C[C@H](CC(=O)NCCO)C(=O)N1	-2%
COc1ccc(-c2noc(CN(C(=O)c3ccc4c(c3)OCO4)C(C)C)n2)cc1OC	5%
Cc1ccc(NC(=O)CSc2nc3nn(-c4ccccc4)c(=O)c-3c3n2CCCCC3)cc1F	-1%
Cc1cccc(NC(=O)c2cnccn2)c1	-7%[2.29 µM]
O=C(Nc1cc(C(F)(F)F)ccc1N1CCCC1)C1=COCCO1	-14%
O=C(CN1C(=O)c2ccc([N+](=O)[O-])cc2C1=O)NCc1ccc(C(=O)O)cc1	2%
Cc1cccc(N2CCN(C(=O)NC3CCCCC3)CC2)c1C	-3%
CN(C)S(=O)(=O)n1cnc([C@H]2c3c(ncn3Cc3ccccc3)C[C@H]3COC(=O)[C@@H]32)c1	-3%
CC(=O)c1ccccc1NC(=O)COc1ccc(N(C)S(=O)(=O)c2ccc(C)c(C)c2)cc1	-7%
COc1ccccc1NS(=O)(=O)c1cccc(C(=O)NNC(=O)C(C)NC(=O)c2ccco2)c1 (centres undefined)	0%
CCOc1ccccc1C(=O)NCC(=O)OCC(=O)c1c(N)n(C)c(=O)n(C)c1=O	4%
CN1CCCN(S(=O)(=O)c2cccc(C(F)(F)F)c2)c2nc3ccccc3nc21	53%[activator]
COc1ccccc1NC(=O)C(C)OC(=O)CCSc1ccc(F)cc1 (centres undefined)	15%
CC(=O)c1ccc(N2CCN(C(=O)CNS(=O)(=O)c3ccc4c(c3)OCCCO4)CC2)c(F)c1	-9%
COc1ccc(S(=O)(=O)N2CCCCC2)cc1NC(=O)C1CCCC1	1%
O=C(Nc1ccc([N+](=O)[O-])cc1)c1ccccc1	-5%
CC(C)c1ccc(N(CC(=O)N2CCOCC2)S(C)(=O)=O)cc1	5%
Cc1cccc(NC(=O)c2cccc(C(=O)Nc3cccc(C)c3C)n2)c1C	5%
COc1ccc(/C=C/C(=O)OC(C)C(=O)c2ccccc2)cc1OC (centres undefined)	4%
CCc1cc2c(SCC(=O)N3CCCC3=O)ncnc2s1	0%
Cc1nc(SC(C)C(=O)NCC2CCCO2)c2cc(-c3ccccc3)sc2n1 (centres undefined)	-10%
CCN(CC(=O)Nc1ccc(NC(C)=O)cc1)C(=O)c1oc2c(ccc3ccccc32)c1C	-3%
COC(=O)C1(C)NC(c2ccc(O)cc2)C2C(=O)N(c3ccccc3)C(=O)C21 (centres undefined)	6%
CCOc1ccc(S(=O)(=O)N2CCCC(C(=O)NCC3CCCO3)C2)cc1Cl (centres undefined)	-2%
O=C(O)C1(c2ccccc2)CCN(S(=O)(=O)c2ccc(Br)cc2)CC1	-1%[2.29 µM]
Cc1cccc(C2NC(=O)c3ccccc3O2)c1 (centres undefined)	1%
Cc1ccc(NC(=O)COc2ccccc2C#N)cc1S(=O)(=O)N1CCCCCC1	3%
CCC(C)(C)C1CCc2[nH]nc(C(=O)NC(C)C)c2C1 (centres undefined)	-4%
N#Cc1ccc(CN2CCN(C(=O)c3cc(C4CC4)nn3-c3ccccc3)CC2)cc1	-3%
O=C(COC(=O)c1ccc2ncsc2c1)Nc1cc(Cl)ccc1F	2%
CCN(CC(=O)Nc1cc(C)on1)CC(=O)Nc1ccccc1C(F)(F)F	-1%
COc1ccc(NC(C)C(=O)Nc2cccc(S(=O)(=O)N3CCOCC3)c2)cc1OC (centres undefined)	-9%
COc1ccc(N2CCN(C(=S)Nc3ccc(OC)cc3OC)CC2)cc1	-8%
Cc1ccc(NC(=O)Cc2nc(COC(=O)Cc3cccc(C(F)(F)F)c3)cs2)cc1	2%
CCCCCCCCCCCCN1C/C(=C\C(=O)OCC)c2ccccc2S1(=O)=O	25%

Arranged by count of non-hydrogen atoms (ascending): some entries from above.
SMILES	L3MBTL1 block
COc1cccc(C(=O)Nc2ccc3[nH]ncc3c2)c1	5%
Cc1cc(C)c2c(c1)OC(=O)CC2c1ccc2c(c1)OCO2 (centres undefined)	-8%
CC(C)c1ccc(N(CC(=O)N2CCOCC2)S(C)(=O)=O)cc1	5%
